FBW7 act: activators of human E3 ligase FBW7; 0.13% of 650,000 active; Q969H0; AID 1259310; normalized activity (activation), % at 26.1 µM; AlphaScreen FBW7–phospho-cyclin E peptide binding, activator screen; in the data active means normalized activity above about 1.9%;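 further: purified mutant Fbw7 with reduced substrate affinity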
GPR151 activ: activators of human GPR151; PathHunter beta-arrestin GPR151 cells, luminescence; activation, % at 11.2 µM; 1% of 650,000 active; Q8TDV0; in the data active means activation above about 4.9%;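 further: 0% = median of compound wells and 100% = cells with positive control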
Target sequence (Q8TDV0 whole entry, looked up): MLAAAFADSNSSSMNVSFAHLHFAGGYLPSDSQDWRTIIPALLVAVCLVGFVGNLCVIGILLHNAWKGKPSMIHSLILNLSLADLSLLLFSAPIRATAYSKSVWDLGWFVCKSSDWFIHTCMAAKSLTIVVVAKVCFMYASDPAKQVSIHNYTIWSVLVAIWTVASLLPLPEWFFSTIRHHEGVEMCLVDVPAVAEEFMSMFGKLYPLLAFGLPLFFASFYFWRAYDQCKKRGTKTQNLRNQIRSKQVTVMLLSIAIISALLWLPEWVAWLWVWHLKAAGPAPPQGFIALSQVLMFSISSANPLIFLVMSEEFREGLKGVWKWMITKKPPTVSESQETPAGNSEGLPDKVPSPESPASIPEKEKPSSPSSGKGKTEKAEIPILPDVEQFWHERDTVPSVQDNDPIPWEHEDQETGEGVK
MITF inh: blocks human microphthalmia-associated transcription factor | 0.91% of 650,000 active | AlphaScreen MITF homodimerization, bead proximity signal | inhibition, % at 2.6 µM; in the data active means inhibition above about 50%;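 further: 0% = vehicle wells with protein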
Target sequence (O75030 whole entry, looked up): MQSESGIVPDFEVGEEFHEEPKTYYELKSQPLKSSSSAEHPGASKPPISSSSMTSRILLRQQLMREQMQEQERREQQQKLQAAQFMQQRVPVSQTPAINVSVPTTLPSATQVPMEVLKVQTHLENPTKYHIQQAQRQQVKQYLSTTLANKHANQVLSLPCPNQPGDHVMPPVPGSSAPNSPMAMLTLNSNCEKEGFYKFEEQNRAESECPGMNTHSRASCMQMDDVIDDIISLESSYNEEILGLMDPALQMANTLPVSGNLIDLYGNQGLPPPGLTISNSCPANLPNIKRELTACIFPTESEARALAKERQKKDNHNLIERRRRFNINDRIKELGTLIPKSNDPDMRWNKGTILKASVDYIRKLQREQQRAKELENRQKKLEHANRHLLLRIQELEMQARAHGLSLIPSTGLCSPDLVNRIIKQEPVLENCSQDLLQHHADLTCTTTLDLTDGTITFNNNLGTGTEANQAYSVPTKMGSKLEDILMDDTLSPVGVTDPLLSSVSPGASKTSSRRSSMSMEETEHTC
TEAD-YAP block: TEAD-YAP interaction inhibition; HEK-TIYL cells, TEAD-Gal4/YAP UAS-luciferase luminescence; inhibition, % at 9.12 µM; 1.4% of 640,000 active; in the data active means inhibition above about 32%;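 further: 0% = median of test compound wells and 100% = reference inhibitor wells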
The depositor's hits bear a star. Compounds were not picked by outcome; overall some 3.4% were active at least once.

SMILES	FBW7 act	GPR151 activ	MITF inh	TEAD-YAP block
N#Cc1c(NC(=O)c2ccccc2F)sc2c1CCCC2	-0.1	-0.8	8	-40
NS(=O)(=O)c1ccc(Nc2nc(-c3ccccc3)c3cc(Br)ccc3n2)cc1	-0.1	0.1	-2	14
Nn1c(SCC(=O)Nc2ccc(OCc3ccccc3)cc2)nnc1-c1ccccc1	0.0	0.9	-2	-9
O=C(Cn1cc([N+](=O)[O-])cn1)n1cccn1	0.0	5.5*	-6	-4
CNC(=O)c1ccc(-c2ccc(Cl)cc2)nc1N1CCOCC1	0.2	-0.9	1	-12
COc1cc(C)c(C(C)C)cc1S(=O)(=O)N1CCCCC1	0.0	0.5	-17	-6
O=C(NCC(O)c1ccc(Br)cc1)c1cn(-c2ccc3[nH]ncc3c2)nn1 (centres undefined)	-0.1	-0.8	-8	-3
Cc1cccc(N2C(=S)NC3c4ccccc4OC2(C)C3C(=O)Nc2ccc(C)cc2C)c1 (centres undefined)	-0.1	1.3	10	0
Cc1nc2ccccc2nc1CN1CCOc2ccc(CN3CCCC(C(N)=O)C3)cc2C1 (centres undefined)	0.2	-0.6	-13	-9
COc1ccc(/C(O)=C2\C(=O)C(=O)N(c3nnc(C)s3)C2c2ccc(C(C)(C)C)cc2)cc1 (centres undefined)	-0.2	0.1	-11	0
C=CCc1cc(/C=C(/C#N)C(=O)NCc2ccco2)cc(OCC)c1O	-0.2	-0.5	8	14
Cc1ccc(C(=O)Nc2ccc(S(=O)(=O)N3CCCCCC3)cc2)cc1	0.0	-0.1	10	-9
Cc1[nH]c2c(Cl)cccc2c(=O)c1CN1CCN(C)CC1	0.9	-1.1	7	1
Nc1nonc1N=NN(CC(=O)NC(c1ccccc1)c1ccccc1)c1nonc1N	0.0	0.0	-9	-8
CCCCN(CCCC)Cc1c(O)ccc2c1oc(=O)c1ccccc12	0.5	-1.6	27	-4

4 of these compounds, set out differently:
Cc1nc2ccccc2nc1CN1CCOc2ccc(CN3CCCC(C(N)=O)C3)cc2C1 (centres undefined)
- FBW7 act = 0.2
- GPR151 activ = -0.6
- MITF inh = -13
- TEAD-YAP block = -9

COc1ccc(/C(O)=C2\C(=O)C(=O)N(c3nnc(C)s3)C2c2ccc(C(C)(C)C)cc2)cc1 (centres undefined)
- FBW7 act = -0.2
- GPR151 activ = 0.1
- MITF inh = -11
- TEAD-YAP block = 0

C=CCc1cc(/C=C(/C#N)C(=O)NCc2ccco2)cc(OCC)c1O
- FBW7 act = -0.2
- GPR151 activ = -0.5
- MITF inh = 8
- TEAD-YAP block = 14

Cc1ccc(C(=O)Nc2ccc(S(=O)(=O)N3CCCCCC3)cc2)cc1
- FBW7 act = 0.0
- GPR151 activ = -0.1
- MITF inh = 10
- TEAD-YAP block = -9

Nothing new here: entries from further up.
SMILES	FBW7 act	GPR151 activ	MITF inh	TEAD-YAP block
N#Cc1c(NC(=O)c2ccccc2F)sc2c1CCCC2	-0.1	-0.8	8	-40
NS(=O)(=O)c1ccc(Nc2nc(-c3ccccc3)c3cc(Br)ccc3n2)cc1	-0.1	0.1	-2	14
Nn1c(SCC(=O)Nc2ccc(OCc3ccccc3)cc2)nnc1-c1ccccc1	0.0	0.9	-2	-9
O=C(Cn1cc([N+](=O)[O-])cn1)n1cccn1	0.0	5.5*	-6	-4
CNC(=O)c1ccc(-c2ccc(Cl)cc2)nc1N1CCOCC1	0.2	-0.9	1	-12
COc1cc(C)c(C(C)C)cc1S(=O)(=O)N1CCCCC1	0.0	0.5	-17	-6
O=C(NCC(O)c1ccc(Br)cc1)c1cn(-c2ccc3[nH]ncc3c2)nn1 (centres undefined)	-0.1	-0.8	-8	-3

Remaining list, next part
SMILES	FBW7 act	GPR151 activ	MITF inh	TEAD-YAP block
CCOC(=O)NC(Nc1ccccc1C(=O)O)(C(F)(F)F)C(F)(F)F	0.0	0.2	0	5
CC(=O)Nc1ccc(OC(=O)c2cc([N+](=O)[O-])ccc2Cl)cc1	-0.1	-0.1	-17	-4
CCOC(=O)c1c(-n2c(C)cc(/C=C3\C(=O)N(c4ccccc4)N=C3C)c2C)sc2c1CCCC2	-0.2	-0.3	-5	20
CCOc1ccccc1NS(=O)(=O)c1ccc(OCC)c2ncccc12	0.0	-0.5	-7	-8
O=S1(=O)N=C(Nc2cccc(Cl)c2)c2ccccc21	0.1	-1.9	16	9
O=C1/C(=C/c2ccc(Cl)cc2)Oc2c1ccc(O)c2CN1CCN(CCO)CC1	0.3	-2.8	15	-2
Cc1nn(-c2ccccc2)c2sc(C(=O)N(C)c3ccccc3C(=O)O)cc12	0.2	-0.6	20	-5
N#Cc1c(-c2ccccc2)nc(SCC(=O)Nc2ccc(OC(F)(F)F)cc2)[nH]c1=O	0.1	0.2	18	21
COc1ccc(-n2nc(C(=O)Nc3ccc(OC)cc3OC)c3ccccc3c2=O)cc1	0.1	-1.2	0	3
CSc1ncc(CN2CCC(n3nccc3NC(=O)CCc3ccccc3)CC2)cn1	-0.1	1.0	-3	3
CC1CCC(NC(=O)c2ccccc2C(=O)O)CC1 (centres undefined)	-0.1	-1.0	31	4
CC(C)C(=O)Nc1cccc(C(=O)Nc2ccc(S(=O)(=O)N3CCCC3)cc2)c1	0.6	-1.6	10	22
CCn1nc(C(=O)N(Cc2cccnc2)c2nc3c(Cl)cccc3s2)cc1C	0.5	-2.3	3	12
O=C(Cn1sc2ccccc2c1=O)N1CCN(C2CCCCC2)CC1	-0.4	1.0	-1	-5
Cn1c(CC#N)nc2ccccc21	-0.1	0.4	-11	-6
CCC(Sc1nc2cc(C(=O)NCCOC)ccc2c(=O)n1Cc1ccco1)C(=O)NCc1cccnc1 (centres undefined)	0.0	1.0	0	15
O=C(Nc1c(F)cccc1F)NC1(C(F)(F)F)Oc2ccccc2O1	-0.2	2.1	6	-20
O=C(O)CCSc1nnc2c(n1)[nH]c1ccccc12	0.2	-2.2	1	5
Cc1ccc(-n2nc3c(c2NC(=O)COc2ccc(Cl)cc2Cl)CS(=O)(=O)C3)cc1	0.0	-0.5	-2	-3
Nc1cc(C(F)(F)F)cc([N+](=O)[O-])c1N	-0.1	-0.5	0	-2
O=C(Nc1ccc2oc(-c3ccccc3Cl)nc2c1)c1ccccc1F	-0.2	-0.1	-1	-37
Oc1c(C(c2ccncc2)N2CCCC2)ccc2cccnc12 (centres undefined)	-0.1	-0.3	76*	12
O=C(O)c1cc2c3c(c1)C1C=CCC1C(c1ccccc1)N3CC1CC=CC21 (centres undefined)	0.1	1.3	56*	13
COc1cc(C(=O)NCC(=O)OCc2ccccc2Cl)cc(OC)c1OC	0.1	0.1	2	3
N#CCc1ccc(NC(=O)CSCc2ccc(Br)cc2)cc1	-0.1	3.2	9	1
CCN1CCN(Cn2nc(-c3c[nH]c4ccccc34)n(CC3CCCO3)c2=S)CC1 (centres undefined)	0.1	3.0	15	-5
Cc1cc2c(cc1S(=O)(=O)C(C)CC(=O)Nc1ccccc1F)OCC(=O)N2 (centres undefined)	-0.1	-0.2	-4	-1
O=C(Nc1ccccc1Cl)c1cc([N+](=O)[O-])ccc1N1CCOCC1	-0.1	0.6	6	12
CS(=O)(=O)N1CCCC(C(=O)NCCc2ccc(Cl)cc2)C1 (centres undefined)	-0.1	0.3	-9	-20
C1CCN(c2nc(N3CCCCC3)nc(N3CCNCC3)n2)CC1	0.0	4.3	-5	23
CC(C)(CO)NC(=O)c1sc2ccccc2c1Cl	0.4	-0.3	4	-31
COc1cc([N+](=O)[O-])ccc1NC(=O)/C=C/C(=O)O	0.1	3.3	8	3
O=C(Nc1cccc(-c2nc3ccccc3[nH]2)c1)c1ccccc1[N+](=O)[O-]	0.0	-2.7	13	-5
CC(C)CC(=O)Nc1ccc(Cl)cc1NC(=O)CC(C)C	-0.1	0.3	-5	10
Cc1cnc2nc3c(cc2c1)CN(CC(=O)c1ccc(N2CCCC2)cc1)CC3	-0.1	-0.6	8	-19
O=c1[nH]c(/C=C\c2ccccc2Cl)c([N+](=O)[O-])c(=O)[nH]1	-0.3	-0.6	4	-4
CSc1nc(-c2ccc([N+](=O)[O-])cc2)nn1C(C)=O	-0.1	-1.4	8	-5
OC(CN1CCN(c2ccc(F)cc2)CC1)C(F)(F)F (centres undefined)	-0.3	0.7	5	-5
O=C(O)Cn1c(SC2CCCCC2)nc2ccccc21	0.0	1.2	6	-2
N#Cc1ccccc1CSc1ncccc1C(=O)O	-0.1	-2.4	3	-4
Cc1ccc(-n2nc3ccc(NC(=S)NC(=O)c4cc5ccccc5o4)cc3n2)cc1Cl	0.0	0.7	5	8
COC(=O)C1=C(C)Nc2c(c(=O)n(C)c(=O)n2C)C1c1cccc([N+](=O)[O-])c1 (centres undefined)	-0.2	-1.1	-4	-3
Cc1ccc2c(c1)c(=O)c1ccccc1n2CC(=O)Nc1ccc(F)c(Cl)c1	0.2	-0.6	2	2
COc1cc(NC(=S)NC(C)=O)ccc1NC(=O)C(C)C	0.1	1.4	14	-12
C#CCN1C(=O)S/C(=C/c2ccc(SC)cc2)C1=O	-0.1	-0.2	11	6

3 structures already listed, sorted by length of the SMILES, highest first:
SMILES	FBW7 act	GPR151 activ	MITF inh	TEAD-YAP block
Cc1cnc2nc3c(cc2c1)CN(CC(=O)c1ccc(N2CCCC2)cc1)CC3	-0.1	-0.6	8	-19
CC(C)CC(=O)Nc1ccc(Cl)cc1NC(=O)CC(C)C	-0.1	0.3	-5	10
CC(C)(CO)NC(=O)c1sc2ccccc2c1Cl	0.4	-0.3	4	-31

The list goes on:
SMILES	FBW7 act	GPR151 activ	MITF inh	TEAD-YAP block
COc1ccc(-c2cnc(SCC(=O)Nc3cc(C)on3)n2Cc2ccco2)cc1	0.1	-0.1	6	-7
O=C(NCCn1nc(-c2cccs2)ccc1=O)c1ccco1	-0.3	-0.9	0	-35
Cc1cccc(C2CC(=O)NC3=C2C(=O)CC(c2ccccc2Cl)C3)c1 (centres undefined)	-0.6	0.0	2	-2
COc1ccc(Br)cc1/C=N/n1c(-c2ccco2)n[nH]c1=S	-0.1	-0.4	-15	2
O=C(COC(=O)c1cc2ccccc2cc1O)NC12CC3CC(CC(C3)C1)C2	0.0	-0.4	-9	-1
CCc1ccc(N2C(=O)C(Cl)=C(N3CCCCC3)C2=O)cc1	0.1	1.3	10	-7
Cc1ccc(OC(=O)N2CCN3C(=O)[C@@H](C)NC(=O)[C@H]3C2)cc1	-0.1	0.2	14	-4
COC(=O)c1cccc(N2C(=O)/C(=C\c3cccnc3)SC2=S)c1	0.3	-1.8	8	-34
COc1ccc(-c2cc3nc(C)c(CCC(=O)O)c(C)n3n2)c(OC)c1	0.0	2.3	-8	39*
CCOC(=O)C1=CN(c2ccc(C)cc2)C=C(C(=O)OCC)C1c1ccc(Cl)c(Cl)c1	0.0	1.2	-10	4
COc1cccc(C(=O)Oc2ccc(/C=C3/C(=N)N4OC(C)=CC4=NC3=O)cc2Cl)c1	-0.3	-0.3	1	-5
O=C(NC(=S)NCC1CCCO1)C1CCCCC1 (centres undefined)	0.3	-0.4	11	7
CC(=O)c1ccc(NC(=O)c2sc3ccccc3c2Cl)cc1	-0.3	-0.7	-20	-69
Nc1nc(SCC(=O)c2ccc(Cl)s2)n[nH]1	-0.2	-0.9	-12	-3
O=C(O)CSc1nnc2n(-c3ccccc3)c3ccccc3n12	0.0	-1.6	2	-5
COc1ccc(-c2c(C#N)c(N)[nH]c(=S)c2C#N)cc1OC	-0.1	0.5	8	3
Cc1ncn(-c2ccc(Nc3nccc(N4CC(N)C4)n3)cc2)n1	-0.2	0.3	3	-24
CN(CC(=O)Nc1ccc2c(c1)OCCO2)S(=O)(=O)c1cccc2cccnc12	-0.1	0.5	-15	-8
CC(C)C(=O)NCCc1nnc2n1CCN(CCCc1ccccc1)CC2	0.0	3.6	-5	5
COc1ccccc1N/N=C(\Cl)C(=O)Nc1ccccc1O	-0.1	-0.5	-3	-16
